Assay outcomes from PubChem.
Shiga toxin inh: inhibitors of Shiga toxin in Vero cells | Vero cells, Shiga toxin protein synthesis inhibition reporter | AID 2315 | inhibition, % at 38.7 µM | actives 9.2% (n = 290,000); in the data active means inhibition mostly above about 28%, no sharp cut-off; inactive means mostly below about 43%; further: 0% is about no effect
HCMV antiviral: blocks human cytomegalovirus replication; HFF cells, HCMV-luciferase reporter, 72 h; stronger effect = lower value; actives 4.5% (n = 410,000); activity change, negative = inhibition, % at 57.5 µM; in the data active means activity change below about -60%; inconclusive means no clear call, values can overlap the other calls; inactive means above about -39%; further: on the % scale 0 is the no-effect control and ±100 the full control effect
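HFF cells seeded 16 h at 37C, treated with compounds, infected with luciferase-reporter HCMV at MOI 1 PFU/cell; luciferase read at 72 h post infection, normalized to buffer-only and Salinomycin controls.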
Giardia FBPA inh: inhibitors of Giardia lamblia fructose-1,6-bisphosphate aldolase | A8B2U2 | purified Giardia FBPA | Potency, µM (series often up to 59.6 µM), for inactives: top-dose activity, negative = inhibition, actives largely listed as inhibitors | actives 0.71% (n = 290,000) | AID 2451; further: potency means the concentration at half of the fitted maximal effect; on the % scale 0 is the no-effect control and ±100 the full control effect; nearly all actives have a fitted effect of over 55% in size
Target sequence (A8B2U2 whole entry, looked up): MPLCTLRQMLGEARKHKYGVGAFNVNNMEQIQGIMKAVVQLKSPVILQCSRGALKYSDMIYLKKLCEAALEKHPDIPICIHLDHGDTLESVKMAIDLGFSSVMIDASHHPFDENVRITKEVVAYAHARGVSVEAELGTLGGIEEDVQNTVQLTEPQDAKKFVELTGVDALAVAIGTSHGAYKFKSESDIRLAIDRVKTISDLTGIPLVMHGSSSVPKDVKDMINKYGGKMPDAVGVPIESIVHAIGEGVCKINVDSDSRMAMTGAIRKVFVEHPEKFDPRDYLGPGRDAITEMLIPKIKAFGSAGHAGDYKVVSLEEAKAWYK
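Giardia FBPA (40 nM reagent) was preincubated 10 min at RT with compound (up to 57.5 uM final), then substrate plus GAPDH/TPI/NAD/arsenate coupling system with diaphorase/resazurin was added; resorufin fluorescence (525/598 nm) was read after 20 min.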
AmpC no deterg: inhibitors of E. coli AmpC beta-lactamase without detergent; AmpC nitrocefin hydrolysis, absorbance 480 nm, 0.0001% Triton; Potency, µM (series often up to 57.1 µM), for inactives: at the highest dose activity change, negative = inhibition, most hits filed as inhibitors; actives 0.52% (n = 330,000); AID 485341;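 further: potency means the concentration at half of the fitted maximal effect; plate controls were no compound for no effect and no enzyme for full effect; nearly all actives have a fitted effect of over 20% in size; some results filed as inactive show a strong effect at the top dose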
Target sequence (P00811 whole entry, looked up): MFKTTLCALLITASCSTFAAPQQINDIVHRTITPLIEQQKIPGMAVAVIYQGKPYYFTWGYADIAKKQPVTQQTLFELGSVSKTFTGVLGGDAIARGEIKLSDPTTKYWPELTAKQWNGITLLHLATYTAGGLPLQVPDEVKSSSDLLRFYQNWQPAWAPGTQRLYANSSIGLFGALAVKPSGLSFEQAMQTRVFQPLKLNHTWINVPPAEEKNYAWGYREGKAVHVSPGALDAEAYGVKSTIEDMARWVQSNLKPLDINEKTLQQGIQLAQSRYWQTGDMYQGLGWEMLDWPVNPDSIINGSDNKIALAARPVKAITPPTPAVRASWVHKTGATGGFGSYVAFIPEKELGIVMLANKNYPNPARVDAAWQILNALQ
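AmpC (5.3 nM in the dispensed reagent) in 20 mM phosphate pH 7.0 with 0.01% (detergent screen) or 0.0001% Triton X-100 was preincubated with compounds for 15 min at room temperature. Nitrocefin was then added from an 800 uM solution, and hydrolysis was followed at 480 nm.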
AMA1-RON2 inh: disrupts binding of P. falciparum AMA1 to RON2; Potency, µM (doses to about 58.2 µM), inactives show top-dose activity change, negative = inhibition, most hits filed as inhibitors; actives 0.2% (n = 360,000); AlphaScreen AMA1-biotinylated RON2 peptide binding;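 further: potency means the concentration at half of the fitted maximal effect; 0% = vehicle wells and -100% = peptide control; nearly all actives have a fitted effect of over 45% in size; some results filed as inactive show a strong effect at the top dose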
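AMA1 (3D7) with his tag at 25 nM final met compounds first, then biotinylated RON2 peptide at 25 nM; detection used donor plus acceptor beads, 10 µg/mL apiece, read by AlphaScreen after 30 min at room temperature.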
Cycloheximide cs: counter-screen hit for Shiga toxin inhibitors, cycloheximide | cell reporter, cycloheximide protein synthesis inhibition counterscreen | max response, % | actives 12% (n = 300,000); in the data active means max response mostly above about 13%, no sharp cut-off; inactive means mostly below about 14%; further: read at 38.3 µM for the half of the compounds with a filed dose; 0% is about no effect
AmpC inh detg: blocks E. coli AmpC beta-lactamase in detergent assay | actives 0.041% (n = 370,000) | P00811 | AID 485294 | Potency, µM (highest dose often 114 µM), for inactives: at the highest dose activity change, negative = inhibition, most hits filed as inhibitors | AmpC hydrolysis of nitrocefin, absorbance 480 nm, 0.01% Triton;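 further: potency means the concentration at half of the fitted maximal effect; 0% = no-compound wells and -100% = no-enzyme wells; nearly all actives have a fitted effect of over 25% in size; some results filed as inactive show a strong effect at the top dose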
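20 mM phosphate pH 7.0 + 0.01% (detergent screen) or 0.0001% Triton X-100; 5.3 nM AmpC reagent; cpd preinc 15 min RT; nitrocefin (800 uM stock) to start; A480 q20 s × 4 min; Activity was normalised to no-enzyme and no-compound control wells.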
Starred values were filed as active, the others as inactive; ? = inconclusive; . = no result given; [ ] = dose if it differs, or a comment. Unless noted, the call rests on the fitted dose curve; in most records, active means well fitted curve in the direction sought with a large enough effect; inconclusive means small, poorly fitted or top-dose-only effect, or another doubt; inactive means no such curve, though single readings can be large; an effect the other way counts as inactive or inconclusive.

Start of the listing, in advance, two compounds:
Molecule	Shiga toxin inh	AmpC inh detg	Cycloheximide cs	HCMV antiviral	Giardia FBPA inh	AmpC no deterg	AMA1-RON2 inh
COc1cc(/C=C/C(=O)N2CCc3ccccc3C2)cc(OC)c1OC	-5	1%	1	85	5%	15%	0%
CC(C)CNC(=S)NC1CC2CCCC(C1)N2C1CCCCC1 (stereo not given)	-1	-4%	-3	-35	4%	-36%	0%

This part in full (from the top)
Molecule	Shiga toxin inh	AmpC inh detg	Cycloheximide cs	HCMV antiviral	Giardia FBPA inh	AmpC no deterg	AMA1-RON2 inh
COc1cc(/C=C/C(=O)N2CCc3ccccc3C2)cc(OC)c1OC	-5	1%	1	85	5%	15%	0%
CC(C)CNC(=S)NC1CC2CCCC(C1)N2C1CCCCC1 (stereo not given)	-1	-4%	-3	-35	4%	-36%	0%
CNC(=O)CSc1nc2ccccc2c(=O)n1CCc1ccccc1	-13	-5%	-3	29	5%	-8%	-4%
O=C(O)c1cc(-c2ccccc2)n(-c2ccccc2)n1	-18	2%	-1	45	3%	-13%	11%
Cc1ccc(S(=O)(=O)N2CCOCC2)cc1C(=O)OCC(=O)NCc1ccc2c(c1)OCO2	.	7%	.	-2	.	0%	-7%
Clc1ccccc1N1CCN(c2ncnc3nc[nH]c23)CC1	25	?	-3	5	0%	8.9µM*	8%
Cc1ccc(NC(=O)OCC(F)(F)C(F)F)cc1NC(=O)OCC(F)(F)C(F)F	5	?	-1	-15	-2%	-10%	9%
CCC(C(=O)NCCN1CCOCC1)n1nc(C)n2c(cc3sccc32)c1=O (stereo not given)	11	-6%	-11	-30	.	-2%	-4%
CCOc1ccccc1NC(=O)C(OC(=O)c1ccccc1NS(=O)(=O)c1cccs1)c1ccccc1 (stereo not given)	2	?	1	?	-5%	-36%	-26%
C=CC[C@H](CC(=O)N(CCO)Cc1ccccc1)C(=O)N[C@@H](COC(=O)[C@H](CC=C)CC(=O)OC(C)(C)C)Cc1c[nH]c2ccccc12	.	.	.	53	.	220%[activator]	-18%
O=C(c1cccs1)C1CCCN(Cc2nc(Cc3ccccc3F)no2)C1 (stereo not given)	-4	-6%	-2	-35	-8%	32%	7%
CCN(CC)C(=O)CNc1ccc(C(F)(F)F)cc1[N+](=O)[O-]	4	-9%	-3	75	8%	-10%	9%
O=S(=O)(c1ccccc1)c1cnn2c(C(F)(F)F)cc(-c3ccccc3)nc12	-5	?	-1	-13	-2%	-9%	-2%
CCOC(=O)N1CCC(N2C(=O)c3ccccc3C2Nc2ccc(S(=O)(=O)N(CC)CC)cc2)CC1 (stereo not given)	-16	4%	-1	-33	-1%	176%[activator]	-4%
CC1(C)CN(c2cccc(-c3ccnc4ncnn34)c2)C1=O	50	-2%	2	51	0%	-22%	-9%
O=C(COc1ccc2ccc(=O)oc2c1)NCCCN1CCCC1=O	-5	1%	-13	2	.	-4%	-8%
Cc1c(C#N)c2ccccc2n1CC(=O)N1CCc2ccccc2C1	-10	?	-3	1	-1%	-22%	-4%
C[C@@]12C(=O)N(Cc3ccco3)CC(=O)N1[C@H]1c3ccccc3OC[C@@H]1[C@@H]2c1ccccc1	.	.	.	6	.	57%	?
O=C(CCN1C(=O)/C(=C\c2cccs2)SC1=S)Nc1nccs1	-3	2%	-2	18	4%	-12%	14%
O=c1[nH]c(SCc2cccc(F)c2)nc2c1CCCC2	-14	-13%	-4	8	-13%	-12%	-9%
CCCCn1c(SCC(=O)N2CCOCC2)nnc1-c1cccs1	18	5%	4	31	15%	22%	0%
Cc1ccsc1C(=O)OCC(=O)NCCC1=CCCCC1	35	-6%	22*	-13	1%	-19%	13%
COCCCn1c(=O)/c(=C\c2ccccc2OC(F)F)s/c1=C(/C#N)C(=O)N1CCOCC1	-18	5%	-5	-28	1%	204%[activator]	4%
Cc1ccc2cc(C#N)c(NCCNC(=O)C3CCC3)nc2c1C	-15	?	-8	41	-4%	-14%	12%
COc1ccc(NC(=O)CSc2nnnn2-c2ccccc2F)cc1	2	-10%	-1	-11	6%	-15%	5%
O=c1c2ccccc2[se]n1-c1ccccc1	19	?	13	-67*	7.9µM*	?	10%
COc1ccc(-c2nc(CS(=O)CC(=O)NCc3ccc4c(c3)OCO4)c(C)o2)cc1 (stereo not given)	20	?	-2	-34	5%	40%	0%
COc1ccccc1C(=O)C1CCCN(C(=O)c2cc(CC(C)C)nc(C)n2)C1 (stereo not given)	-8	0%	-1	6	2%	46%	-2%
NC(=O)c1sc2nc3c(cc2c1N)CCC3	48*	-4%	22*	-25	-6%	-20%	-3%
CCc1ccc(NC(=S)N(CCOC)C2CCN(C(C)=O)CC2)cc1	24	-5%	5	-11	1%	17%	1%
Cc1cc(C)c(-c2csc(Cc3nc(-c4cc5ccccc5oc4=O)cs3)n2)cc1C	-8	3%	7	-65*	2%	-33%	17%
Cc1ccc(S(=O)(=O)CC(=O)Nc2nc(-c3ccccc3)cs2)cc1	-14	1%	4	-25	2%	-36%	-7%
COc1ccc(NC(=O)c2ccc(COc3ccccc3Br)o2)cc1OC	8	?	-2	-7	3%	75%[activator]	-7%
Cc1cc(C)c(C(=O)C(C)OC(=O)Cc2n[nH]c(=O)c3ccccc23)cc1C (stereo not given)	-9	5%	8	-11	.	24%	9%
C=CCn1c(SCc2nc3ccccc3c(=O)[nH]2)nnc1-c1cc2cc(Cl)ccc2o1	-20	-9%	4	-3	-1%	11%	-7%
COc1ccccc1CNCC(=O)N1CC(=O)Nc2ccccc21	-11	5%	-2	-7	?	-25%	?
Cc1onc(-c2ccccc2)c1C(=O)OCC(=O)N(C)c1c(N)n(Cc2ccccc2)c(=O)[nH]c1=O	.	0%	.	6	.	98%[activator]	-7%
Cc1ccc(CC(=O)NCCC(=O)O)cc1	-10	0%	-3	-19	-2%	-16%	25%
CC(=O)Nc1ccc(N(C(=O)CNC(=O)c2ccco2)C(C(=O)NC2CCCC2)c2ccco2)cc1 (stereo not given)	21	-8%	-2	14	-10%	-10%	21%
O=C(CNC(=O)c1ccccc1)NCC1COc2ccccc2O1 (stereo not given)	-12	0%	2	11	2%	-13%	0%
COc1ccc(CN(Cc2cccn2C)S(=O)(=O)c2ccc(C)cc2)cc1	15	-1%	9	-1	?	-27%	?
COc1ccc(C(CNC(=O)c2ccc(N3CCCC3=O)cc2)N(C)C)cc1 (stereo not given)	-14	0%	-5	-18	2%	-16%	-17%
CCN(CC)CCN(Cc1cc2ccc(C)cc2[nH]c1=O)C(=O)Nc1ccc(Cl)cc1	78*	0%	38*	4	2%	-2%	1%
COc1ccccc1CNC(=O)COc1ccc(S(=O)(=O)N2CCOCC2)cc1C	-7	-15%	4	-13	-11%	72%[activator]	-9%
O=C(NCC1(N2CCOCC2)CCCCC1)c1ccc(S(=O)(=O)Nc2ccccc2F)cc1	-10	2%	12	-29	.	-5%	-21%
COc1ccccc1Cc1nc(-c2cccnc2)no1	55*	2%	37*	-3	5%	6%	4%
CSc1ccccc1C(=O)C1CCCN(S(=O)(=O)c2c(C)noc2C)C1 (stereo not given)	-13	-6%	-5	-4	-4%	12%	-25%
CC(=O)Nc1ccc(S(=O)(=O)Nc2ccc(S(=O)(=O)N3CCCCCC3)cc2)cc1	-23	-7%	-5	41	24%	20µM*	-3%
C=CCn1c(O)c(C(C)=Nc2ccc(N(CC)CC)cc2)c(=O)[nH]c1=O	-11	-16%	-2	39	-26%	-24%	0%
CN(CC(=O)Nc1c(Cl)cccc1Cl)C(=O)Cc1ccsc1	.	.	.	0	.	-11%	8%

(more compounds)
Molecule	Shiga toxin inh	AmpC inh detg	Cycloheximide cs	HCMV antiviral	Giardia FBPA inh	AmpC no deterg	AMA1-RON2 inh
CCCn1c(O)c(/C=C2\C=NN=C2c2ccccc2)sc1=S	-2	-7%	-7	-40	-2%	-25%	-17%
COc1cc2c(cc1OC)CN(C(=O)CN1C(=O)c3ccc([N+](=O)[O-])cc3C1=O)CC2	.	1%	.	-6	.	9%	-23%
COc1ccc([N+](=O)[O-])cc1/C=N/NC(=O)CNC(=O)c1cccc(F)c1	-12	-10%	-2	4	?	-17%	62%[activator]
CCOC(=O)c1ccc(NC(=O)CCC(CC)C(=O)O)cc1 (stereo not given)	-11	-1%	-1	-31	22%	-12%	7%
COc1ccccc1-c1c(C)nn2c(N3CCCCCC3)cc(C)nc12	-4	?	2	-96*	1%	156%[activator]	32%[activator]
O=c1oc(-c2ccccc2F)nc2c1cnn2-c1ccccc1	-7	2%	0	53	5%	-24%	43%
Cc1onc(-c2c(F)cccc2Cl)c1C(=O)N1CCc2ccccc21	22	0%	-1	-28	-14%	-4%	0%
CC(C)(C)NCC(O)Cn1cc(C=O)c2ccccc21 (stereo not given)	9	-1%	-2	27	5%	-15%	24%
COc1cc(/C=C2/S/C(=N/S(=O)(=O)c3ccccc3)NC2=O)c([N+](=O)[O-])cc1OC	-1	-8%	-2	1	-9%	-36%	-2%
OCC[C@@H]1C[C@H](O)[C@@H](O)[C@@]2(Cc3ccccc3O2)O1	-8	-5%	2	47	4%	-15%	10%
NC(=O)c1ccc2c(=O)n3c(-c4cc(Cl)c(N)c(Cl)c4)csc3nc2c1	-6	-4%	8	20	-7%	-17%	-1%
CCN1C(=O)[C@H]2[C@@H](c3ccc(-c4cc(C(C)=O)cs4)cc3)N3CCCC[C@@]3(C(=O)OC)[C@H]2C1=O	.	-12%	.	37	.	-6%	2%
Cc1ccc(OCCNC(=O)c2cc(-n3cnnc3)ccc2Cl)cc1C	-12	?	2	2	.	35%	-4%
COc1ccc(C(O)c2coc3ccc(O)c(CN(C)C)c23)cc1 (stereo not given)	30	?	2	30	1%	-27%	15%
CCOc1ncccc1C(=O)OCC(=O)c1cccs1	11	2%	10	63	0%	-8%	-1%
CCC(=O)Nc1ccc(C(=O)OCc2ccc(Cl)c(Cl)c2)cc1	-7	-10%	-2	3	1%	-19%	-9%
CCc1ccc(NC(=O)Cn2c(=O)oc3cc(S(=O)(=O)N4CCOCC4)ccc32)cc1	-8	-9%	-4	13	5%	9%	15%
CCc1nc2ccccc2n(CC)c1=O	-9	?	-2	9	1%	-6%	-3%
C=CC[C@H](CC(=O)NCCO)C(=O)N[C@@H](COC(=O)[C@@H](CC=C)Cc1ccc(F)cc1)Cc1c[nH]c2ccccc12	.	.	.	-11	.	287%[activator]	-14%
N#CC1=C(N)c2ccccc2CC12CCCCC2	-11	2%	8	-23	-10%	-18%	-12%
